# ELG1 DNA repair – blocks ELG1-dependent DNA repair in HEK293T cells; 2.3% of 330,000 active; Potency, µM (series often up to 46.1 µM), inactives show at the top dose activity change, negative = inhibition, actives largely listed as inhibitors; HEK293T ELG1-luciferase reporter, luminescence, 16 h; DNA damage induced by 5-fluorouridine; also: potency is read from the fitted curve at half-maximal effect; % is scaled to controls: 0 for no effect and ±100 for the full control effect; nearly all actives have a fitted effect of over 55% in size
#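 Reporter activity after DNA damage by 5-fluorouridine is monitored. Compound-treated cells incubate 16 hr at 37 °C, then ONE-Glo is added for 30 min before luminescence reading.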
# TRPV1 agonist – agonists of human vanilloid receptor 1 (TRPV1). Q8NER1. TRPV1-expressing cells, Fluo-8 calcium influx, agonist mode. activation, % at 8.33 µM. 0.19% of 320,000 active. AID 540275; in the data active = activation above about 80%; inconclusive = between about 30% and that limit; also: 0% is about no effect
#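 Fluo-8 calcium influx in TRPV1-expressing cells, kinetic read (ex 480/em 520 nm). Compound added and read 3 min for agonist activity, followed by capsaicin at EC20 final and 2 min further read for enhancement.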
# TCR act – activates T cell receptor signaling; primary human leukocytes, anti-CD3, IL-2 HTRF, 48 h; Potency, µM (top dose mostly 9.22 µM), for inactives: at the highest dose activation of IL-2 secretion, actives largely listed as activators; 330,000 tested, under 10 active; AID 504894; also: % of control where 0% means no effect
#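 IL-2 produced over 48 hr by a-CD3 bead-stimulated primary human leukocytes exposed to compounds was detected with a homogeneous time-resolved FRET immunoassay, 665nm acceptor signal after 320nm excitation.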
# PTAP TSG101 blk – blocks PTAP/TSG101 interaction to inhibit HIV-1 budding; Q99816; AID 493005; Fluorescence polarization, FITC-PTAP peptide / Tsg101 binding; 340,000 tested, under 10 active; Potency, µM (titrated, usually from 115 µM), for the others: top-dose activity change, negative = inhibition, actives largely listed as inhibitors; active = well fitted inhibition curve with a large enough effect in the main read-out, with a control signal flat, not every such curve was filed as active; inconclusive = small, poorly fitted or top-dose-only effect, or effect the other way, or a change in a side signal; inactive = no such curve, though single readings can be large or run the other way; also: potency is read from the fitted curve at half-maximal effect; % of control where 0% means no effect
#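 Fluorescence anisotropy tracks displacement of a FITC-tagged PTAP peptide (50 nM) from the Tsg101 binding domain (10 uM), following a 20 min room-temperature incubation at pH 7.5.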
# MLL CXXC-DNA inh – blocks binding of human MLL CXXC domain to DNA | MLL-CXXC / FITC-HOXA9 DNA fluorescence polarization | Potency, µM (titrated, usually from 115 µM), without a hit: top-dose activity change, negative = inhibition, usual class: inhibitors | 0.037% of 290,000 active; active = well fitted inhibition curve with a large enough effect in the polarisation, with a control signal flat, not every such curve was filed as active; inconclusive = small, poorly fitted or top-dose-only effect, or effect the other way, or a change in a side signal; inactive = no such curve, though single readings can be large or run the other way; the % refers to the polarisation; also: potency is read from the fitted curve at half-maximal effect
# Target sequence (Q03164 whole entry, looked up, the tested form may be a part): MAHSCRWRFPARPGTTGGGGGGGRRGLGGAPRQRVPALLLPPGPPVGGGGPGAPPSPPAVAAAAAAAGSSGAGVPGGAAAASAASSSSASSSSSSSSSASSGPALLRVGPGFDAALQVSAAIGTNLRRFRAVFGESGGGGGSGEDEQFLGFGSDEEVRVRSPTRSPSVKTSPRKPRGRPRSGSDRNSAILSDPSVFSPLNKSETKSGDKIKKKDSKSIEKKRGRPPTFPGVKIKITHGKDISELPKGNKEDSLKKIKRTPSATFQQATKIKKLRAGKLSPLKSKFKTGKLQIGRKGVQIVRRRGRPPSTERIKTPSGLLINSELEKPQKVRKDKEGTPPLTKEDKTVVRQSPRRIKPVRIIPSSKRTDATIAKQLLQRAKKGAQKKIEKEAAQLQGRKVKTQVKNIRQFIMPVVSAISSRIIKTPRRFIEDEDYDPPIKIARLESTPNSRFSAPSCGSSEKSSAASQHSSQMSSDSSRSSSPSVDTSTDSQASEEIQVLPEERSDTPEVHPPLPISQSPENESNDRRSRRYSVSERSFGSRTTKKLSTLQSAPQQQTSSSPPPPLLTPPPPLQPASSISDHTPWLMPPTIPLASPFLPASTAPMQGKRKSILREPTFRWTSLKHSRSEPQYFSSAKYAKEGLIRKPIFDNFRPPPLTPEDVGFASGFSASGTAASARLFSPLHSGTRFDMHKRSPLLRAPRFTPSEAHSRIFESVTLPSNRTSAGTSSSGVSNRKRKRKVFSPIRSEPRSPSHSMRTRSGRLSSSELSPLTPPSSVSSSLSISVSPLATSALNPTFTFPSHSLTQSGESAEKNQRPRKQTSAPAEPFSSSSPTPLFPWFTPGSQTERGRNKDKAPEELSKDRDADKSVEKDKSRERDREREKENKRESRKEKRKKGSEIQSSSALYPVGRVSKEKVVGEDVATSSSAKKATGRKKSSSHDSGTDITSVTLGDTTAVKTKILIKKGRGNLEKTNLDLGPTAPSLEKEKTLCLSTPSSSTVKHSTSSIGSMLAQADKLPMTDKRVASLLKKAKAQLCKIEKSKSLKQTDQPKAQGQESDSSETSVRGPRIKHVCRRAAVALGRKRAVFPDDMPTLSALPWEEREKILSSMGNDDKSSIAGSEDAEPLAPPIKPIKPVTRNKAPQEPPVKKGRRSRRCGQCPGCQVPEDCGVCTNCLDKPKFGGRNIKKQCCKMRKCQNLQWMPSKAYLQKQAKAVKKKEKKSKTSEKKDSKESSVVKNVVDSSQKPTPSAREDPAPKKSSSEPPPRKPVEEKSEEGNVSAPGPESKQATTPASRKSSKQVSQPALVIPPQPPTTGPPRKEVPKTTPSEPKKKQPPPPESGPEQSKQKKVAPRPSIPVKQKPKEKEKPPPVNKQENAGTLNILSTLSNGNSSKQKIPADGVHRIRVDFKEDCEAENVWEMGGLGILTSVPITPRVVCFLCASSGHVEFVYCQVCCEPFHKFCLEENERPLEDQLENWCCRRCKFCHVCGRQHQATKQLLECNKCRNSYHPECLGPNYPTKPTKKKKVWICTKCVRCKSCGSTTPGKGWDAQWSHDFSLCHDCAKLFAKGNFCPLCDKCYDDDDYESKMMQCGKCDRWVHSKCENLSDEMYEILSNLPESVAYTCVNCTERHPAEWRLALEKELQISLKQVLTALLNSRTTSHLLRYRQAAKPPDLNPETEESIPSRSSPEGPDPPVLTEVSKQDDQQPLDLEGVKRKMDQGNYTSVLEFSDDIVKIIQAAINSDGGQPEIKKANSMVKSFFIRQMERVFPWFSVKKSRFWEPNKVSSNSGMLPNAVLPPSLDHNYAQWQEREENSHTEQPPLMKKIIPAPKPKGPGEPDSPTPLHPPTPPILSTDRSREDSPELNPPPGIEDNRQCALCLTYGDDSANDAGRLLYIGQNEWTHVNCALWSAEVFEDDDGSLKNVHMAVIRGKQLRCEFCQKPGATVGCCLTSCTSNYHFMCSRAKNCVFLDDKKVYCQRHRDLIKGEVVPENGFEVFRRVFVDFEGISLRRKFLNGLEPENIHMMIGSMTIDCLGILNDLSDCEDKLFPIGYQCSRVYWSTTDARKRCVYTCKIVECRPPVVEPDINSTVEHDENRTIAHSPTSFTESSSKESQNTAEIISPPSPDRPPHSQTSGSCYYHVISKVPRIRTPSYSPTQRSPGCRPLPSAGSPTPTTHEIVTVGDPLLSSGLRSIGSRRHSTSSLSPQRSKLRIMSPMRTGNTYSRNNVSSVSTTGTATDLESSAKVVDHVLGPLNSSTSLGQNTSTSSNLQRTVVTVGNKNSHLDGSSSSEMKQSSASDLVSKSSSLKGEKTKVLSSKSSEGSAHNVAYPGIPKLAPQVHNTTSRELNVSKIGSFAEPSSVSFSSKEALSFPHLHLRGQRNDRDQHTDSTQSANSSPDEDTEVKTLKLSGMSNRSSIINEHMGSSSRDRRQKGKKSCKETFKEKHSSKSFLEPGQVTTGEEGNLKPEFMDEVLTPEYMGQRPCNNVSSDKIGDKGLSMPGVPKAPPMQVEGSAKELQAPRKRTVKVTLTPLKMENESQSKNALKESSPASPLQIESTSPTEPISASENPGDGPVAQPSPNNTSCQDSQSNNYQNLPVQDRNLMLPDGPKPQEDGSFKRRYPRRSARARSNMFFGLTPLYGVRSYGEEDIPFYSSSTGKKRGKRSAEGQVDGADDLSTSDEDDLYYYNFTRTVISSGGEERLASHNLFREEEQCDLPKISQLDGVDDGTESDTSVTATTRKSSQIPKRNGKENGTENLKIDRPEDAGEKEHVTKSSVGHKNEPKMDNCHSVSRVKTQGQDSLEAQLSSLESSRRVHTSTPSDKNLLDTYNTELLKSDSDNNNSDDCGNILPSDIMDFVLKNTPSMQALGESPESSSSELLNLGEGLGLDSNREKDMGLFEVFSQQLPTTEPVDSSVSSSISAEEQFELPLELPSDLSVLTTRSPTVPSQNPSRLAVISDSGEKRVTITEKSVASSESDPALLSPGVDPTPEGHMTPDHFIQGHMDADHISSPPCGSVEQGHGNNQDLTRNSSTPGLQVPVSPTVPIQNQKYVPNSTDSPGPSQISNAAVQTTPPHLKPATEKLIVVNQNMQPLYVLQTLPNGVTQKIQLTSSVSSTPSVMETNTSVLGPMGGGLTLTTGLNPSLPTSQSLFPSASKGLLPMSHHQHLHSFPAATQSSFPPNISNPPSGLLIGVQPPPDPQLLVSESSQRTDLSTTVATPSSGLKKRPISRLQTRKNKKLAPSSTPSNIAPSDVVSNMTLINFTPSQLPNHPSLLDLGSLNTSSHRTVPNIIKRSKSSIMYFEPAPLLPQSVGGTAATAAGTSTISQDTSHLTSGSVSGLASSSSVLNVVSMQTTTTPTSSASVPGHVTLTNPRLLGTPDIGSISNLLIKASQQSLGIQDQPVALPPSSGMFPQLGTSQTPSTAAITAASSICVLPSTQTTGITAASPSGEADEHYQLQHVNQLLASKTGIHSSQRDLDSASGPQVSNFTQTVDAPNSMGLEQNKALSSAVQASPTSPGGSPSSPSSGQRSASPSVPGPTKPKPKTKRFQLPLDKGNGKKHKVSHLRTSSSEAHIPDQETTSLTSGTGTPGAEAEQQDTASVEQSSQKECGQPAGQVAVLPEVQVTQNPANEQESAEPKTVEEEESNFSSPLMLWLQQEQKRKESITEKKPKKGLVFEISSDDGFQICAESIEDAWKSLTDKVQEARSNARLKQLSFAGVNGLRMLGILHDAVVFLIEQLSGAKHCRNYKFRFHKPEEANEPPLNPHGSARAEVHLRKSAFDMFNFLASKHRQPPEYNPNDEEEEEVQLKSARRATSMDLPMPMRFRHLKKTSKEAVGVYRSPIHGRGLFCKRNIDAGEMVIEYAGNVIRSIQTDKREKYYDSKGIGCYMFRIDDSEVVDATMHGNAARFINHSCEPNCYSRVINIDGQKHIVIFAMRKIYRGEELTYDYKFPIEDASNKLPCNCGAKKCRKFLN
#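 Steps: dispense CXXC domain solution (7 uM) → pin compounds or unlabeled HOX-A9 DNA control → 5 min ambient → add FLSN-HOX-A9 solution (50 nM) → spin → 30 min ambient → fluorescence polarization. Tris pH 7.5/NaCl/DTT/BSA buffer.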
# Integrin act MD – activates integrin-mediated alleviation for muscular dystrophy | alpha7betagal myoblasts, beta-gal FDG fluorescence, 48 h | Potency, µM (titrated, usually from 38.3 µM), inactives show top-dose activation, hits mostly activators | 0.064% of 350,000 active;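 also: potency is read from the fitted curve at half-maximal effect; 100% = response of the positive control SU9516; nearly all actives have a fitted effect of over 60% in size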
#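 Alpha7betagal+/- myoblasts (passage 13) were plated 16-24 hr, then exposed to compounds (1:260 dilution of DMSO stock) for 48 hours at 37C. After MPER lysis, β-galactosidase reporter activity was read as FDG fluorescence (ex 480/em 540) after 30 minutes.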
# BRCA1 expr up – increases BRCA1 expression; 1.1% of 380,000 active; MCF7-BRCA1-FFLuc reporter, luminescence, 48 h; response scale: scaled: vehicle 0%, 10 µM genistein 100%; AID 624202; Potency, µM (series often up to 46.1 µM), for inactives: at the top dose activation, most hits filed as activators; also: potency is read from the fitted curve at half-maximal effect; nearly all actives have a fitted effect of over 80% in size; some results filed as inactive show a strong effect at the top dose
#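 Luminescence from a BRCA1-driven firefly luciferase in MCF7 cells was read after 48 h compound exposure at 37 C. Data normalized against DMSO and a 10microM genistein activation control, then curve-fitted across the titration.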
# B2AR arrestin – agonists driving beta-arrestin recruitment to human beta2-adrenergic receptor. P07550. beta-arrestin recruitment to beta2AR, cell-based reporter. Potency, µM (titrated, usually from 46.1 µM), for inactives: at the top dose activation, usual class: activators. 0.02% of 330,000 active. AID 492947;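 also: potency is read from the fitted curve at half-maximal effect; 0% = DMSO controls and full agonism = EC100 isoproterenol or metaproterenol; nearly all actives have a fitted effect of over 65% in size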
# p53 reactivation – restores transcriptional activity of mutant p53. Potency, µM (doses to about 92.2 µM), without a hit: at the top dose activity change, positive = activation, actives largely listed as activators. 0.063% of 320,000 active. AID 504706. H1299 p53-A138V BP100-luciferase reporter, luminescence, 24 h; also: potency is read from the fitted curve at half-maximal effect; % of control where 0% means no effect; nearly all actives have a fitted effect of over 45% in size
#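 p53-null H1299 cells stably carrying temperature-sensitive p53-A138V and a BP100-luciferase reporter were pinned with compounds (4-point, 1:5 series) and held 24 hrs at 37 deg C. Luminescence was read 10 min after detection reagent.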
# AT treatment – potential ataxia-telangiectasia treatment; […] A-T fibroblasts, KAP-1 phosphorylation AlphaLISA; neocarzinostatin DNA damage 30 min before lysis; Potency, µM (highest dose often 57.5 µM), without a hit: at the highest dose activation, actives largely listed as activators; 0.19% of 320,000 active; AID 485349; also: potency is read from the fitted curve at half-maximal effect; % of control where 0% means no effect; nearly all actives have a fitted effect of over 45% in size
#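 ATM-like activity read as KAP-1 phosphorylation via AlphaLISA donor/acceptor antibody pairs after lysis and 6 hr at 25C. Cells were ATM-null patient fibroblasts ([…], hTERT), dosed 60 min, then exposed to the DSB inducer NCS for 30 min.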
# Starred values were filed as active, the others as inactive; ? = inconclusive; . = not tested or not shown; [ ] = another dose, or the depositor's remark. Unless noted, calls follow the shape of the dose curve; as a rule, active = well fitted curve in the direction sought with a large enough effect; inconclusive = small, poorly fitted or top-dose-only effect, or another doubt; inactive = no such curve, though single readings can be large; an effect the other way counts as inactive or inconclusive. The order is random; any-hit rate near 3.8%.
SMILES,ELG1 DNA repair,TRPV1 agonist,TCR act,PTAP TSG101 blk,MLL CXXC-DNA inh,Integrin act MD,BRCA1 expr up,B2AR arrestin,p53 reactivation,AT treatment
COc1ccc(OCc2cccc(C(=O)O)c2)cc1,.,2,3%,-3%,-5%,3%,-92%,-0.3%,-25%,-11%
Cn1c(=O)cc(Nc2ccccc2)c2c(=O)n(-c3ccccc3)c(=O)n(-c3ccccc3)c21,-16%,3,1%,?,-7%,-6%,-22%,-0.4%,-5%,-5%
Cc1ccccc1CC1CCN(CCCNC(=O)Nc2ccccc2)CC1,-1%,2,.,-8%,1%,-70%[inhibitor],-10%,-0.5%,.,-3%
CCCN(Cc1cc2cc(C)ccc2[nH]c1=O)S(C)(=O)=O,0%,4,.,1%,-3%,0%,-7%,-0.8%,-2%,9%
CCC(C)(C)NC(=O)COc1ccc(OCc2ccccc2)cc1,-5%,21,3%,-1%,0%,14%,-1%,0.2%,-3%,14%
CCOC(=O)[C@H](CCc1ccccc1)N[C@@H](C)C(=O)N1CCC[C@@H]1C(=O)O,-14%,-3,4%,0%,.,.,-8%,3.1%,4%,-12%
CCOc1ccc(NC(=O)CSc2nnc(Cc3cccn3C)n2-c2ccc(F)cc2)cc1,-3%,0,4%[46.1 µM],-2%,16%,17%,-4%,-0.2%,-4%,3%
COc1cccc(CNC(=O)COC(=O)CCc2cc(OC)c(OC)c(OC)c2)c1,19%,4,-22%,-4%,.,?,25%,-2.9%,-11%,5%
COc1ccc(NC(=O)c2cccs2)cc1NC(=O)c1ccco1,-15%,19,3%,-7%,-7%,17%,0%,-0.8%,10%,-1%
O=C(CSc1ccc2nnc(-c3ccccn3)n2n1)Nc1cccc(F)c1,16%,-2,5%,.,13%,-19%,-7%,-0.4%,-5%,0%
CC(=O)/C=C1\SC(CC(=O)O)C(=O)N1c1ccccc1 (stereo unspecified),-2%,5,2%,1%,-7%,22%,-2%,-0.8%,2%,.
Cc1nc(C)c(C(=O)Nc2ccccc2-c2ccccc2)o1,12%,3,0%,-4%,-23%,30%,-25%,-0.5%,-8%,2%
CN1C(C(=O)Nc2ccc(OC(F)(F)F)cc2)=CC(c2ccc3c(c2)OCO3)=NS1(=O)=O,-2%,3,-3%,0%,0%,-11%,-2%,0.5%,19%,4%
CCC(CC)C(=O)c1c[nH]c(C(=O)NCCCN2CCOCC2)c1,8%,1,-3%,-1%,0%,9%,-11%,-0.9%,-2%,2%
CN1/C(=C\C(=O)Nc2ccc(F)cc2)C(C)(C)c2ccccc21,?,18,2%[46.1 µM],-4%,1%,18%,-13%,-0.4%,28%,-4%
O=C(CNC(=O)c1ccc(N2C(=O)c3ccccc3C2=O)cc1)OCC(=O)c1cccc2ccccc12,2%,1,2%[46.1 µM],-3%,8%,-2%,15%,0.3%,-2%,-2%
CN1CCN(c2ccccc2NC(=O)c2ccc(N3CCCCC3)c([N+](=O)[O-])c2)CC1,?,5,5%,-2%,6%,13%,-21%,-0.1%,5%,2%
COc1cc(OC)c2c(-c3ccccc3)cc(=O)oc2c1C(CCN1CCCC1)c1ccc2c(c1)OCO2 (stereo unspecified),24%,2,-2%,-11%,?,-12%,-11%,-0.7%,-6%,-26%
CN(Cc1ccc(C(F)(F)F)cc1)C(=O)C1CC(=O)N(Cc2ccco2)C1 (stereo unspecified),0%,.,2%,-1%,.,20%,-20%,-1.6%,1%,0%
Cc1ccc(NC(=O)c2cnccn2)nc1,11%,0,2%,-2%,-5%,5%,?,-0.9%,-5%,4%
CCS(=O)(=O)NCC(c1ccco1)N1CCN(c2ccccc2F)CC1 (stereo unspecified),-3%,4,7%[46.1 µM],-1%,5%,1%,-7%,0.4%,-12%,18%
CC(Oc1ccc(Cl)cc1Cl)C(=O)NCCCn1ccnc1 (stereo unspecified),-22%,2,5%,-6%,-9%,0%,-14%,-1.3%,-2%,2%
CCn1c(SCC(=O)NCc2cccs2)nnc1-c1ccco1,1%,1,3%,-2%,5%,-16%,4%,-0.3%,-1%,13%
N#C/C(=C(/O)COC(=O)c1ccc(Cl)c(S(=O)(=O)N2CCOCC2)c1)c1nc2ccccc2[nH]1,?,-1,1%[46.1 µM],-2%,-6%,-16%,-7%,-0.1%,?,2%

# Part of the list above, showing only p53 reactivation and BRCA1 expr up:
Compound | p53 reactivation | BRCA1 expr up
COc1cc(OC)c2c(-c3ccccc3)cc(=O)oc2c1C(CCN1CCCC1)c1ccc2c(c1)OCO2 (stereo unspecified) | -6% | -11%
CN(Cc1ccc(C(F)(F)F)cc1)C(=O)C1CC(=O)N(Cc2ccco2)C1 (stereo unspecified) | 1% | -20%
Cc1ccc(NC(=O)c2cnccn2)nc1 | -5% | ?
CCS(=O)(=O)NCC(c1ccco1)N1CCN(c2ccccc2F)CC1 (stereo unspecified) | -12% | -7%

# Additional results follow:
SMILES,ELG1 DNA repair,TRPV1 agonist,TCR act,PTAP TSG101 blk,MLL CXXC-DNA inh,Integrin act MD,BRCA1 expr up,B2AR arrestin,p53 reactivation,AT treatment
COc1ccc(NC(=O)c2cnn(-c3ccccc3)c2C)cc1,?,20,.,-7%,2%,32%,?,-0.1%,.,-11%
COc1cc(C)ccc1NC(=O)Cc1csc(NC(=O)Nc2ccccc2OC)n1,?,14,0%,-4%,.,34%,-77%,-0.1%,-7%,-2%
N#Cc1c(-c2ccccc2Cl)cc(-c2ccccc2)[nH]c1=S,2%,0,.,.,-1%,.,.,0.2%,4%,-1%
Cc1cc(NC(=O)c2cccc(S(=O)(=O)N3CCCCC3)c2)no1,?,21,0%,.,22%,3%,-9%,-0.2%,0%,5%
O=C(O)c1cc(NC(=O)C2CCCO2)cc(C(=O)O)c1 (stereo unspecified),17%,-4,0%,-1%,-12%,41%,3%,0.5%,?,3%
O=C(NCc1ccc2c(c1)OCO2)C(=O)Nc1ccccc1,29%,1,-18%,-8%,5%,-6%,34%,-0.1%,4%,-2%
CNC(=S)Nc1cccc(C(=O)O)c1,-7%,0,9%,-5%,-5%,?,12%,-0.2%,8%,4%
COc1cccc(N2CC(O)=C(c3nc4ccccc4s3)C2=N)c1,?,3,6%,7%,?,-50%[inhibitor],34%,0.2%,7%,1%
CCOC(=O)N1CCC(c2[nH][nH]c(=O)c2C)CC1,0%,-9,-2%,-2%,4%,1%,7%,0.2%,6%,.
CCCCC(=O)Nc1ccc2c(c1)nc1n2CCOC1,?,0,-34%,1%,-5%,0%,59%,0.5%,15%,13%
CCOc1cc(N2CCOCC2)c(OCC)cc1NC(=O)CCC1CCCC1,?,27,6%,-1%,0%,-13%,-32%,-1.0%,-6%,-5%
Cc1ccc(NC(NC(=O)c2ccccc2[N+](=O)[O-])C(Cl)(Cl)Cl)cc1 (stereo unspecified),-4%,-1,6%[46.1 µM],0%,?,-31%,-18%,-0.7%,-4%,1%
O=C(CN(C(=O)CNS(=O)(=O)c1ccccc1)c1ccc(Cl)cc1)NCC1CCCO1 (stereo unspecified),8%,1,-2%,-4%,5%,19%,1%,0.6%,-2%,3%
CCOC(=O)c1c(C)[nH]c(C)c1C(=O)COC(=O)COc1ccc(Cl)c(C)c1,4%,1,1%,-2%,.,3%,-3%,-0.4%,5%,-2%
Cc1ccccc1OCC(=O)Nc1sc2c(c1C#N)CC(C)(C)NC2(C)C,-13%,1,-8%,-4%,29%,-33%,-26%,0.0%,2%,-2%
COc1ccc(-c2nnc(SC(C)C(=O)NC3CC3)o2)cc1 (stereo unspecified),?,2,-3%,-2%,.,0%,17%,0.4%,11%,6%
N#CCOc1nc(N2CCCCC2)nc(N2CCCCC2)n1,?,28,3%,0%,-4%,21%,-15%,-1.2%,2%,6%
Nc1nc(SCC(=O)Nc2ccc(Cl)cc2)[nH]c(=O)c1-c1ccccc1,-17%,2,6%,-8%,2%,1%,0%,-0.1%,4%,1%
COCCN1CCn2c(nc3cc(NC(=O)NC4CCCCC4)ccc32)C1,?,-1,.,-13%,10%,9%,60%,0.1%,11%,-1%
CC(=O)Nc1ccc(NC(=O)C(Sc2ccccc2)c2ccccc2)cc1 (stereo unspecified),?,3,-3%,-2%,0%,-16%,-14%,0.0%,8%,-31%
C=CCOc1ccc(CNc2nccs2)cc1OCC,-2%,1,4%[46.1 µM],-2%,-5%,20%,14%,-0.8%,-3%,-2%
COc1ccc(NC(=O)NC2(C(=O)N3CCCCCC3)CCCCC2)cc1,-11%,-1,1%,-7%,0%,5%,-1%,-0.6%,-3%,-1%
COc1ccc(NC(=S)Nc2ccccc2Cl)cn1,3%,7,1%,-6%,12%,-12%,0%,-0.3%,-4%,1%
O=C(C(Cl)Cl)N1CCN(Cc2ccccc2)CC1,1%,25,4%[46.1 µM],-1%,5%,-43%,6%,-2.2%,2%,1%

# Screening data as filed in PubChem BioAssay.
